# From PubChem BioAssay
# S1P2 agonist = S1P2 receptor agonists, primary screen, cell-based | Sphingosine 1-phosphate receptor 2 (Homo sapiens), O95136 | S1P2-expressing cell line, agonist reporter read-out | activation, % at 4.5 µM | actives 0.46% (n = 97,000) | AID 729, 2007; in the data active = activation above about 16%;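 also: 0% = vehicle low control and 100% = maximal reference agonist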
# PTPN22 act = LYP phosphatase activators, primary screen, biochemical, DiFMUP fluorescence, 2 µM; Tyrosine-protein phosphatase non-receptor type 22 (Homo sapiens), Q9Y2R2; recombinant LYP; 0 = plate median, 100 = signal doubled; activation, % at 2 µM; actives 0.11% (n = 96,000); AID 697, 2007;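 active = activation at 2 µM above a set limit, the mean plus 5 SD, cut at about 37% in these data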
# Target sequence (Q9Y2R2 whole entry, looked up): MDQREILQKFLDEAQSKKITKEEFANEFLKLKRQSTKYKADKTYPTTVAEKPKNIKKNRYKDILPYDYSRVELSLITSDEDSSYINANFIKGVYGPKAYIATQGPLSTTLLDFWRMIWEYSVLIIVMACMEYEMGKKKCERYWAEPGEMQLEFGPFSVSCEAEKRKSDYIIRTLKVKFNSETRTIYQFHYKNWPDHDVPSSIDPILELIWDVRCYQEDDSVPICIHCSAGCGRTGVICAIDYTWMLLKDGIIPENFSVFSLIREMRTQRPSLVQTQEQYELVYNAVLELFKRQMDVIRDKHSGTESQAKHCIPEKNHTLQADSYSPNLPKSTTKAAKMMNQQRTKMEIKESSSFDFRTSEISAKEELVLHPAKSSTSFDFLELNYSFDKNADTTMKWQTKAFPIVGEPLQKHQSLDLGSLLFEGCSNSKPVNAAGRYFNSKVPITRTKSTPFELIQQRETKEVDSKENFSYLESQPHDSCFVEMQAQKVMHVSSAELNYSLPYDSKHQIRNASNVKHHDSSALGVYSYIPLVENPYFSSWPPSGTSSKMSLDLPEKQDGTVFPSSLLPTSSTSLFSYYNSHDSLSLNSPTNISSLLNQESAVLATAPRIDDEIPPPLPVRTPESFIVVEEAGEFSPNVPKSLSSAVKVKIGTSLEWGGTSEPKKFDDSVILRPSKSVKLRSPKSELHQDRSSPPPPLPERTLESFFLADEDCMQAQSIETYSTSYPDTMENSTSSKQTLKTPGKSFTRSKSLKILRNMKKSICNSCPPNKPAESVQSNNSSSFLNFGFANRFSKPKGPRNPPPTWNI
# S1P2 antag = human S1P2 receptor antagonists, primary screen, cell-based | inhibition, % at 5 µM | Sphingosine 1-phosphate receptor 2 (Homo sapiens), O95136 | actives 0.21% (n = 97,000) | cell-based S1P2 antagonist assay, inhibition at 5 uM; in the data active = inhibition above about 45%;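 also: CRE beta-lactamase reporter cells expressing human S1P2 stimulated with S1P; 0% = agonist at EC80 alone and 100% = agonist plus reference antagonist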
# sEH activator = soluble epoxide hydrolase activators, primary screen, biochemical, human sEH; Bifunctional epoxide hydrolase 2 (Homo sapiens), P34913; purified human sEH enzymatic activity, activator screen; activation, % at 2 µM; actives 0.04% (n = 91,000); AID 717, 2007; in the data active = activation above about 37%; also: values of inactives mirror those of a sister screen read the other way
# PostGolgi ctrl = growth inhibition of yeast control strain, primary screen, counter-screen for post-Golgi transport modulator project. efflux-deficient yeast background strain, growth absorbance A615, 16 h. inhibition, % at 10 µM. actives 5% (n = 98,000). AID 738, 2007; in the data active = inhibition above about 30%
# H69AR inhibit = proliferation blockers of H69AR lung cancer cells, primary screen, cell-based, human, 86K library; H69AR lung tumor viability, ATP luminescence, 72 h; stronger effect = lower value; viability, % at 10 µM; actives 6% (n = 85,000); AID 598, 2007;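 active = viability at or below 40%; inactive = viability above 40%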;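 also: multidrug resistant small cell line overexpressing MRP-1 efflux transporter; 100% = mean luminescence of untreated control wells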
# Lung fibro prol = antiproliferative effect on LL 47 fibroblasts – human, LL 47 cells, CellTiter-Glo luminescence, primary screen | LL 47 human lung fibroblast viability, ATP luminescence; stronger effect = lower value | viability, % at 10 µM | actives 1.1% (n = 85,000);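 active = viability at or below 50% in the single dose screen; inactive = viability above 50%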;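 also: compound exposure lasted 72 h before the ATP readout; 100% = median luminescence of untreated cell-only wells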
#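 Times – overnight cell rest, 72 h compound treatment at 37 °C · Test system – human lung fibroblast line LL 47, low passage · Amount – 1,150 cells in each well · Controls – cell-only wells, no compound · Doses – 0.1% DMSO in all compound wells · Measured by – CellTiter-Glo luminescence · Buffer or medium – IMEM plus 15% FBS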
# HUVEC prolif 384 = inhibitors of HUVEC proliferation, primary screen, cell-based, 384-well. CellTiter-Glo luminescence, 72 h; stronger effect = lower value. viability, % at 10 µM (by protocol). actives 1.1% (n = 86,000). AID 648, 2007;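 active = viability at or below 30%; inactive = viability above 30%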;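 also: 100% = median luminescence of DMSO-only cell control wells on each plate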
# sEH inh = soluble epoxide hydrolase inhibitors, primary screen, biochemical, human sEH | actives 0.34% (n = 91,000) | recombinant human sEH enzymatic activity assay | Bifunctional epoxide hydrolase 2 (Homo sapiens), P34913 | AID 707, 2007 | inhibition, % at 2 µM; in the data active = inhibition above about 80%; also: values of inactives mirror those of a sister screen read the other way; many of its hits are not listed in these tables
# The depositor's hits bear a star; x = not tested or not shown. The list is partial; the hit share may differ from the screen's.
(1) Cc1c2c([n+]3n1CCC3)CC(C)(C)CC2=O
(2) CCC(c1nnnn1Cc1ccco1)N(Cc1cc2cc(OC)ccc2[nH]c1=O)C1CCCCC1 (configuration not stated)
(3) Cc1noc(C)c1S(=O)(=O)Nc1ccc(C(=O)NCCc2ccccc2)cc1
(4) Cn1c(=O)c(C(=O)CN2CCCc3ccccc32)c(N)n(Cc2ccccc2)c1=O
(5) CCOCCOC(=O)C1=C(C)Nc2ccc(C)cc2S1
(6) CCC(c1nnnn1C1CCCCC1)N(Cc1ccco1)Cc1cc2ccc(OC)cc2[nH]c1=O (configuration not stated)
(7) CC1=C(C(=O)Nc2cccc(C)n2)C(c2ccc3c(c2)OCO3)C2=C(CC(c3ccco3)CC2=O)N1 (configuration not stated)
(8) O=C(c1ccco1)N(Cc1cc2ccccc2[nH]c1=O)C1CCCCC1
entry no.	1	2	3	4	5	6	7	8
S1P2 agonist	x	-7	-7	x	x	-10	-3	0
PTPN22 act	x	-16	5	x	x	-6	3	6
S1P2 antag	x	6	5	x	x	21	-21	-16
sEH activator	x	-18	x	x	x	1	-6	-9
PostGolgi ctrl	8	30	-7	20	-12	23	-4	25
H69AR inhibit	101	77	x	66	87	15*	101	77
Lung fibro prol	102	95	x	93	97	93	101	93
HUVEC prolif 384	86	89	x	65	83	53	98	105
sEH inh	x	16	x	x	x	-1	11	5

(9) CCOC(=O)N1CCC(NC(=O)c2csc3c2CCCC3)CC1
(10) Cn1nnnc1SCC(=O)NC(=O)NCc1ccccc1
(11) O=C(NCc1ccco1)c1noc2c1CCCCC2
(12) O=C(CCn1c(=O)c2ccccc2n(CC(=O)NCCC2=CCCCC2)c1=O)NCc1ccco1
(13) CC(C)c1nc(-c2ccccc2)c(-c2ccccc2)[nH]1
(14) Cc1cc(C)cc(Nc2cc(=O)n(C3CCCCC3)c(=O)[nH]2)c1
(15) CCOc1ccc(-c2c(C)n([O-])c3c([n+]2=O)CCCC3)cc1
(16) Cn1c(=O)n(Cc2ccccc2F)c2ccccc21
entry no.	9	10	11	12	13	14	15	16
S1P2 agonist	-6	-6	-5	-8	-9	-6	-6	-2
PTPN22 act	8	-5	-1	2	-3	6	6	-6
S1P2 antag	10	14	8	15	-14	-7	-8	-16
sEH activator	x	-9	11	-3	14	-12	4	9
PostGolgi ctrl	28	13	-7	4	-2	2	7	7
H69AR inhibit	85	96	91	88	87	39*	x	54
Lung fibro prol	101	107	100	93	82	89	x	97
HUVEC prolif 384	96	95	105	93	97	73	x	82
sEH inh	x	9	-11	7	-11	13	-2	-5

(17) COc1ccc(C)cc1S(=O)(=O)N(CC(=O)NCc1ccc(Cl)cc1)Cc1ccccc1
(18) CCOC(=O)/C(C#N)=C1\Nc2ccccc2N=C1N(CC(C)C)CC(C)C
(19) CCc1nc(NCCCn2ccnc2)c2oc3ccccc3c2n1
(20) Cc1ccc(-c2csc(NC(=O)c3cccs3)n2)cc1
(21) CSc1c(CC(=O)Nc2ccccc2Cl)n(Cc2ccccc2)c2ccccc12
(22) COC(=O)c1c(NS(=O)(=O)c2ccc3ccccc3c2)sc2c1CCCC2
(23) CCOc1ccccc1Nc1nc(N)nc(CN(C)C2CCCCC2)n1
(24) CCCNC(=O)CS(=O)Cc1nc(-c2ccc(OC)cc2)oc1C (configuration not stated)
entry no.	17	18	19	20	21	22	23	24
S1P2 agonist	-6	-7	-3	-3	-13	-6	-8	-1
PTPN22 act	-1	12	11	7	11	-4	-1	x
S1P2 antag	7	-8	0	2	-9	-9	-4	2
sEH activator	2	6	-8	0	-1	-24	-4	x
PostGolgi ctrl	13	15	33*	6	-2	9	4	9
H69AR inhibit	104	94	76	109	x	x	81	95
Lung fibro prol	83	96	91	102	x	x	96	101
HUVEC prolif 384	87	93	83	110	x	x	75	102
sEH inh	-3	-5	6	3	4	22	4	x

(25) N/C(CC(=O)Nc1cccc(C(F)(F)F)c1)=N/O
(26) Cc1ccc(C(=O)N2CCC(C(=O)NCc3cccnc3)CC2)cc1
(27) O=C(CSc1nnc(-c2cccnc2)n1Cc1ccco1)N1CCc2ccccc21
(28) O=C(COC(=O)c1c[nH]c(=O)[nH]c1=O)NCc1ccccc1
(29) CCOc1ccc(CCNC(=O)c2cccnc2N2CCCC2)cc1OCC
(30) Cc1cc(N2CCC(N(C)C3CCCC3)CC2)nc2cc(O)ccc12
(31) CCC1CCCCN1C(=O)CSc1nnc(-c2cccs2)o1 (configuration not stated)
(32) COc1nc(Nc2ccc(O)cc2)nc(OC(C(F)(F)F)C(F)(F)F)n1
entry no.	25	26	27	28	29	30	31	32
S1P2 agonist	-5	-7	-8	-5	1	x	0	x
PTPN22 act	-1	-4	-7	4	9	x	9	x
S1P2 antag	0	6	-6	-8	-13	x	1	x
sEH activator	x	2	8	14	2	x	2	x
PostGolgi ctrl	14	x	4	10	1	1	7	19
H69AR inhibit	89	95	95	x	71	1.1*	97	87
Lung fibro prol	94	98	101	x	92	66	108	92
HUVEC prolif 384	94	89	94	x	95	76	93	95
sEH inh	x	-2	-7	-16	-1	x	0	x

# Screen by screen, as entered above:
# Compounds 25 to 32 in PostGolgi ctrl read 14, x, 4, 10, 1, 1, 7, 19

# More compounds.
(33) Cc1cccc(OCCCC(=O)NCc2ccco2)c1
(34) O=C(NCCc1ccc(Cl)cc1)C1CCN(S(=O)(=O)c2cccs2)CC1
(35) c1cncc(-c2nn3c(Cn4cnc5ccccc54)nnc3s2)c1
(36) O=C(Nc1ccc2c(c1)nc1n2CCSC1)c1ccco1
(37) Oc1c(C(Nc2ccccn2)c2ccccn2)ccc2cccnc12 (configuration not stated)
(38) O=C(CSc1nnc(-c2ccccc2)n1-c1ccccc1)N1c2ccccc2Sc2ccccc21
(39) COc1cccc2c(=O)n(CC(=O)NC3CCCCC3)ccc12
(40) CCCSc1nnc(NC(=O)c2sc3nc(-c4cccs4)ccc3c2N)s1
entry no.	33	34	35	36	37	38	39	40
S1P2 agonist	-14	-5	0	-6	x	-7	-3	-12
PTPN22 act	-3	14	1	12	x	-6	2	-7
S1P2 antag	-3	10	-11	16	x	9	16	55*
sEH activator	11	-27	11	x	x	0	-10	x
PostGolgi ctrl	-2	4	-1	-2	9	2	24	-8
H69AR inhibit	x	x	72	79	6.4*	x	102	x
Lung fibro prol	x	x	95	107	5.0*	x	100	x
HUVEC prolif 384	x	x	92	101	55	x	102	x
sEH inh	-8	28	-11	x	x	-2	9	x

(41) CCNc1nc(NC(C)(C)C)nc(N(CC)n2cnnc2)n1
(42) COC(=O)c1ccc(CN(c2ccccc2OC)S(=O)(=O)c2cccs2)o1
(43) O=C(NCCCN1CCN(Cc2ccccc2)CC1)C1CCN(c2nnc(-n3cccc3)s2)CC1
(44) CCOC(=O)c1nnn(-c2ccc(OC)cc2)c1N
(45) CC(C)(C)c1cc(C(F)(F)F)nc(SCCCNC(=O)c2ccco2)n1
(46) CC(Cc1ccccc1)NC(=O)CSc1nc2nc3c(cc2c(=O)n1-c1ccccc1)COC(C)(C)C3 (configuration not stated)
(47) COC(=O)c1cn(NC(=O)c2ccc(F)cc2)c(=O)c2ccccc12
(48) CCCn1c(=O)c2ccccc2n2c(SCCOc3ccc(OC)cc3)nnc12
entry no.	41	42	43	44	45	46	47	48
S1P2 agonist	-8	-3	x	-5	-1	-9	-6	x
PTPN22 act	9	-11	x	-6	4	-9	6	x
S1P2 antag	11	9	x	15	-48	23	-14	x
sEH activator	1	9	x	-18	0	-19	-12	x
PostGolgi ctrl	-12	9	-4	x	9	0	12	7
H69AR inhibit	79	95	89	100	90	77	100	99
Lung fibro prol	93	96	96	95	91	106	110	92
HUVEC prolif 384	95	92	87	91	88	81	96	97
sEH inh	-3	-11	x	17	0	20	14	x

(49) N/C(=N\OC(=O)Cc1ccc(Cl)cc1)c1cccnc1
(50) CC(=O)Cn1cnc2sc(-c3ccccc3)cc2c1=O
(51) CCC(C)Oc1cccc(C(=O)Nc2ccccc2N2CCOCC2)c1 (configuration not stated)
(52) Cc1ccc(C)c(NC(=O)C2CCC(C)(C(=O)O)C2(C)C)c1 (configuration not stated)
(53) CSC1=N/C(=C\c2cccc(F)c2)C(=O)S1
(54) CC(C)Sc1nc(-c2ccccc2)cc(=O)[nH]1
(55) COc1ccccc1-c1c(C)oc2c(CN3CCN(CCO)CC3)c(O)ccc2c1=O
(56) CCN(CC)S(=O)(=O)c1ccc(C(=O)OCCN2C(=O)CCC2=O)cc1
entry no.	49	50	51	52	53	54	55	56
S1P2 agonist	-4	-1	-3	-3	-2	-4	-4	-2
PTPN22 act	-3	-5	5	6	-10	-2	3	x
S1P2 antag	9	2	-4	10	-8	-7	7	3
sEH activator	6	12	12	x	-14	-8	6	x
PostGolgi ctrl	-8	-3	25	0	8	24	4	-2
H69AR inhibit	x	83	88	x	41	101	91	64
Lung fibro prol	x	99	90	x	101	105	96	104
HUVEC prolif 384	x	94	106	x	87	102	100	109
sEH inh	-3	-16	-10	x	10	9	-6	x

(57) O=C(CSc1nnc(Cn2c(=O)sc3ccccc32)n1CCc1ccccc1)N1CCOCC1
(58) C=CCN1N=C(c2ccc(Cl)s2)CSC1=O
(59) O=C(/C=C\Nc1ccccn1)c1ccc(Cl)cc1
(60) CCCCNC(=O)c1ccc(NC(=O)C2CCCO2)cc1 (configuration not stated)
(61) C=CCn1c(SCC(=O)NC(=O)NCC(C)C)nnc1C1CCCCC1
(62) COc1ccccc1-c1nc2n(n1)C(c1cccs1)C(C(=O)Nc1cccnc1)=C(C)N2 (configuration not stated)
(63) CCOC(=O)c1ccc(NC(=O)CCNS(=O)(=O)c2ccc3c(c2)oc(=O)n3C)cc1
(64) Oc1ccccc1N=Cc1ccc[nH]1
(65) O=C(c1cccnc1)N1CCN(c2c(Cl)cccc2[N+](=O)[O-])CC1
entry no.	57	58	59	60	61	62	63	64	65
S1P2 agonist	-1	-3	-5	x	-4	-4	x	-5	-1
PTPN22 act	2	-9	-6	x	-7	8	x	1	12
S1P2 antag	10	1	5	x	2	19	x	10	-4
sEH activator	-7	5	4	x	-4	-3	x	x	9
PostGolgi ctrl	-1	13	16	13	0	15	4	25	7
H69AR inhibit	80	x	88	105	90	73	89	35*	x
Lung fibro prol	97	x	94	93	99	107	95	111	x
HUVEC prolif 384	89	x	101	98	93	89	96	101	x
sEH inh	8	-4	-2	x	6	6	x	x	-9

# Copied from the entries so far, 6 compounds:
(59) O=C(/C=C\Nc1ccccn1)c1ccc(Cl)cc1
(60) CCCCNC(=O)c1ccc(NC(=O)C2CCCO2)cc1 (configuration not stated)
(61) C=CCn1c(SCC(=O)NC(=O)NCC(C)C)nnc1C1CCCCC1
(62) COc1ccccc1-c1nc2n(n1)C(c1cccs1)C(C(=O)Nc1cccnc1)=C(C)N2 (configuration not stated)
(63) CCOC(=O)c1ccc(NC(=O)CCNS(=O)(=O)c2ccc3c(c2)oc(=O)n3C)cc1
(64) Oc1ccccc1N=Cc1ccc[nH]1
entry no.	59	60	61	62	63	64
S1P2 agonist	-5	x	-4	-4	x	-5
PTPN22 act	-6	x	-7	8	x	1
S1P2 antag	5	x	2	19	x	10
sEH activator	4	x	-4	-3	x	x
PostGolgi ctrl	16	13	0	15	4	25
H69AR inhibit	88	105	90	73	89	35*
Lung fibro prol	94	93	99	107	95	111
HUVEC prolif 384	101	98	93	89	96	101
sEH inh	-2	x	6	6	x	x
